rCAG binder = molecules binding r(CAG) RNA repeats; r(CAG) RNA repeat, TO-PRO-1 dye displacement fluorescence; actives 1.3% (n = 370,000); inhibition, % at 3 µM;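 active = inhibition above the plate cutoff, the mean of all test compounds on that plate plus 3 SD, cut at about 35% in these data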;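 note: 0% = DMSO alone and 100% = 100 µM mitoxantrone as full dye displacement; higher means more dye released from RNA so lower well fluorescence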
ABHD4 inh = ABHD4 (mouse) inhibition, primary FP screen | inhibition, % at 8.92 µM | purified mABHD4, FP-Rh probe fluorescence polarization | Q8VD66 | actives 0.54% (n = 370,000);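 active = inhibition exceeding the mean over every tested compound plus 3 SD, cut at about 30% in these data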;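 note: 0% = plate median of compound wells and 100% = S159A mutant with DMSO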
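Assay system: Wild-type mouse ABHD4 protein | Medium: HEPES pH 7.0 buffer, 150 mM NaCl, 0.01% Pluronic F-127 | Incubation: Enzyme–compound pre-incubation 45 min, then probe 60 min, both 25 °C | Technique: Fluorescence polarization with parallel and perpendicular emission, 525/598 nm | Evaluation: % inhibition of FP-Rh probe binding versus controls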
Rev-erbA mod = modulators of human Rev-erb alpha DNA binding | Rev-erbα–FITC-DNA binding, fluorescence polarization, 90 min | AID 1259318 | activity, % at 10 µM | P20393 | actives 0.79% (n = 370,000);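 active = activity above about 14%, limit read from the data; passing the limit was not always enough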;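 note: 0% = DMSO wells with 35 nM protein and 100% = DMSO wells with 750 nM protein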
PG9 Ab binder = binds the HIV-1 gp120 antibody PG9 | TR-FRET gp120-PG9 antibody binding | inhibition, % at 6.7 µM | actives 0.43% (n = 360,000); in the data active = inhibition above about 8.5%
SIAE inh = blocks human sialic acid acetylesterase. actives 0.69% (n = 370,000). AID 1053197. SIAE FP-Rh probe binding, fluorescence polarization. inhibition, % at 9.66 µM. Q9HAT2;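 active = inhibition above a cutoff: mean of compounds within the control limits plus 3 SD of those, cut at about 17% in these data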;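 note: 0% = plate median of compound wells and 100% = probe without SIAE protein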
TDP2 absorb = TDP2 (human) inhibition, absorbance primary screen; O95551; recombinant TDP2, T5PNP hydrolysis, p-nitrophenol absorbance 415 nm; inhibition, % at 12.8 µM; actives 0.34% (n = 370,000);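 active = inhibition above the mean of all tested compounds plus 3 SD, set per campaign, cut at about 25% in these data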;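 note: 0% = DMSO with enzyme and 100% = buffer with substrate but no TDP2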
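Evaluation: % inhibition relative to enzyme-containing and enzyme-free wells. Material: recombinant human TDP2. Benchmarks: enzyme-free and DMSO wells. Timing: enzyme reaction with compound for 2 h at 37 °C. Compound dosing: 12.8 µM only. Measured by: p-Nitrophenol epi absorbance. Reagent: T5PNP substrate at 5 mM, a TopII-DNA adduct mimic. Replication: single well per compound.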
HTRA1 inh = HTRA1 (human) protease inhibition | actives 0.5% (n = 340,000) | recombinant HTRA1, FP-rhodamine activity-based probe, fluorescence polarization | inhibition, % at 5.96 µM; in the data active = inhibition above about 36%;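 note: 0% = enzyme with DMSO and 100% = wells lacking enzyme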
Target sequence (Q92743 whole entry, looked up): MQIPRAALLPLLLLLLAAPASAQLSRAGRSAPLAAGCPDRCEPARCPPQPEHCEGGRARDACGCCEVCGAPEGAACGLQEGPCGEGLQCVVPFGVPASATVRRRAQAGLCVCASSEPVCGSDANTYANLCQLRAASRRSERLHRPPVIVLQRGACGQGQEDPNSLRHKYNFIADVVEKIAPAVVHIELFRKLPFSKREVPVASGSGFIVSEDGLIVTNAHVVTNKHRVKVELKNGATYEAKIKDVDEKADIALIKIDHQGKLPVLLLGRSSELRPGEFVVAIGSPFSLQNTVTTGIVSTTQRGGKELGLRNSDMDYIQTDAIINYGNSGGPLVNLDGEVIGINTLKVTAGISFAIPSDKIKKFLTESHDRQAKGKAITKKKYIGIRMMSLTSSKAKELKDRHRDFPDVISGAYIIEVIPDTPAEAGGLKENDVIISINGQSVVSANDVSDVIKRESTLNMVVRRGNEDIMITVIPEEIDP
LEDGF integ inh = blocks HIV-1 LEDGF/p75-dependent DNA integration; TR-FRET IN-LEDGF/p75 DNA integration, Eu/Cy5; inhibition, % at 3.7 µM; actives 0.64% (n = 370,000); AID 743269;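 active = inhibition above the screen-wide mean plus 3 SD, cut at about 13% in these data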;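 note: signal is the Cy5 over europium emission ratio at 671 and 618 nm; 0% = plate median of compound wells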
TCR CD3 inh = human TCR-CD3 binding inhibition; inhibition, % at 9.4 µM; AID 651800; TAMRA-labeled TCR probe fluorescence, biochemical; actives 0.37% (n = 360,000); in the data active = inhibition above about 19%;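 note: recombinant mutant TCR 2C K166C tagged with TAMRA read by polarization; 0% = receptor in buffer alone and 100% = receptor with positive control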
PRMT1 inh = PRMT1 (human) inhibition, primary screen; recombinant PRMT1, activity-based probe fluorescence polarization; actives 1.3% (n = 370,000); inhibition, % at 2.79 µM; Q99873;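 active = inhibition above about 21% made by adding two undisclosed values, limit read from the data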
Target sequence (Q99873 whole entry, looked up): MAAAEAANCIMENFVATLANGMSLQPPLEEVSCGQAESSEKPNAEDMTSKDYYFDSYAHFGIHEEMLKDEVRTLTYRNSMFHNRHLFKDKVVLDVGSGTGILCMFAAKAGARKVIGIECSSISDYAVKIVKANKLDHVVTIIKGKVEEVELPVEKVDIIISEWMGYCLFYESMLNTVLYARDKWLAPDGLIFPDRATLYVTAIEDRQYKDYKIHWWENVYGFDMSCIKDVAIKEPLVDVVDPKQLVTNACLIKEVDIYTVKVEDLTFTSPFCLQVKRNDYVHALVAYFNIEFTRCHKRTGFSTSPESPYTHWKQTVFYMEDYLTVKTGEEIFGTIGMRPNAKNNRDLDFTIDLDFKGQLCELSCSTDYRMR
Active calls of the source: *; . = not tested or not shown. Not all compounds are listed (hit frequency here may not be typical).

item | SMILES | rCAG binder | ABHD4 inh | Rev-erbA mod | PG9 Ab binder | SIAE inh | TDP2 absorb | HTRA1 inh | LEDGF integ inh | TCR CD3 inh | PRMT1 inh
1 | CC(=O)Oc1ccc(C(=O)Nc2ccc3c(c2)OCCO3)cc1 | -3 | -2 | 4 | -1.0 | -1 | 8 | 11 | -2 | -3 | 1
2 | Cc1ccc(CNC(=O)CN2C(C)CCCC2C)cc1 (stereo not given) | -6 | -3 | -2 | -1.0 | -3 | 14 | 2 | 4 | 3 | -5
3 | COc1ccc(CCNC(=O)c2ccc3c(c2)NC(=O)CS3)cc1OC | 0 | 6 | 6 | 0.7 | -7 | 4 | -2 | 4 | 3 | 2
4 | CCN1C[C@@H]2[C@@H]3C(=O)N(C)C(=O)[C@@H]3[C@](Cc3ccccc3)(C1=O)N2C(=O)c1ccc(C(C)(C)C)cc1 | -10 | 1 | -2 | -0.4 | 21* | 2 | -2 | 1 | 5 | 2
5 | COc1ccc(-c2cc(C)no2)cc1S(=O)(=O)N1CCN(c2cccc(C)c2)C(C)C1 (stereo not given) | 8 | -15 | 1 | 1.6 | 9 | 12 | -25 | 1 | -3 | 1
6 | O=C(CCS(=O)(=O)c1ccc(Br)s1)NC1CCCCCC1 | -3 | -2 | 1 | -0.1 | -2 | -1 | -3 | 0 | 2 | -3
7 | CCOC(=O)C1=CCN(S(=O)(=O)c2ccccc2F)C1c1ccc(Cl)cc1 (stereo not given) | 4 | -1 | -2 | -0.1 | 0 | -4 | . | 0 | 4 | -1
8 | CC(C)(C)CN1CCNC(=O)C1CC(=O)NCc1cccc(-n2cccn2)c1 (stereo not given) | -1 | -3 | -4 | -1.2 | -6 | -22 | -6 | 2 | -6 | 9
9 | S=C(NCc1ccc(Cl)cc1)NCc1ccco1 | 2 | -4 | -1 | 0.4 | 0 | 13 | -8 | 0 | -1 | 0
10 | COCC(=O)N1CCC(Oc2ccc(C(=O)NCCc3ccncc3)cc2)CC1 | -3 | -4 | -2 | -0.1 | 6 | 2 | 3 | 0 | -1 | 1
11 | CCOCCCN(C(=O)c1ccco1)C(C(=O)NC1CCCC1)c1ccc(OC)cc1 (stereo not given) | -8 | 0 | 0 | -1.4 | -4 | 2 | 0 | 8 | 1 | -3
12 | Cc1cc(Cl)ccc1OC(C)C(=O)Nc1ccc(S(=O)(=O)Nc2cnc3ccccc3n2)cc1 (stereo not given) | 80* | -44 | -3 | -1.0 | -14 | -12 | -80 | 2 | 3 | 1
13 | Cc1ccc(-c2noc(CCCC(=O)NC3CCCC3)n2)cc1 | -4 | -2 | 1 | 0.2 | -3 | 10 | -3 | -1 | 1 | 0
14 | COc1ccc(N2CCN(/C(=N\S(=O)(=O)c3ccc(C)cc3)Nc3nc(C)cc(C)n3)CC2)cc1 | -1 | 0 | -2 | -0.9 | 0 | -5 | 6 | -1 | -8 | -2
15 | COc1ccc(N2CC(C(=O)Nc3nnc(SCC(=O)NC4CCCC4)s3)CC2=O)cc1 (stereo not given) | 9 | 7 | -1 | -3.2 | 3 | -1 | -8 | -6 | -3 | 7
16 | CCCN1C(=O)N(C)C(N(O)C(=O)NC)C1(C)C (stereo not given) | -1 | -5 | 2 | -3.3 | 2 | 2 | 0 | 0 | 7 | 0
17 | C/C=C(\CS(=O)(=O)c1ccccc1)S(=O)(=O)c1ccccc1 | 0 | 8 | 1 | 0.8 | 4 | -5 | 7 | -3 | 9 | -3
18 | Brc1ccc(CN2CCN(Cc3c[nH]c4ccccc34)CC2)cc1 | -1 | 22 | 2 | -1.4 | 7 | 17 | 0 | 5 | 1 | -1
19 | O=S(=O)(c1cccc2nsnc12)N1CCN(c2ccc(F)cc2)CC1 | -1 | -1 | 7 | 3.0 | 16 | 5 | -7 | 2 | -10 | 5
20 | O=C(CN1CC(c2ccccc2)CC1=O)OCc1cccc(Br)c1 (stereo not given) | -9 | 3 | -1 | 3.5 | 2 | -9 | -1 | 2 | 3 | -2
21 | COC(=O)CSc1nccc(-c2ccc(F)cc2)c1C#N | -5 | -2 | 7 | 0.4 | -1 | 6 | -7 | 2 | 6 | 0
22 | CC(CSC(=O)c1ccccc1)C(=O)N1c2ccccc2CC1C(=O)O (stereo not given) | 11 | 1 | -5 | -0.1 | -2 | 6 | . | -3 | -3 | 2
23 | CCC(C)[C@H](NC(=O)c1cc2cc(Cl)ccc2n1C)C(=O)N1CCC[C@H]1C(=O)O (stereo not given in full) | 22 | -11 | 3 | 0.5 | -5 | 2 | -4 | -2 | -5 | 3
24 | CC(C)CC(=O)N1CCN(Cc2ccccc2Cl)CC1 | -5 | 10 | 2 | -0.9 | -3 | 6 | -1 | 2 | 3 | -2
25 | CCOC(=O)C1(C)CCCN(C(=O)c2ccccc2F)C1 (stereo not given) | 1 | -6 | -11 | 0.4 | -4 | 1 | . | 0 | -2 | -2
26 | NNC(=O)CNC(=O)Nc1n[nH]c(=S)s1 | 6 | 4 | -6 | 0.8 | 2 | 5 | . | -4 | 3 | 20
27 | CCCC(C(=O)NC1CCCC1)N(CC1CCCO1)C(=O)CNS(=O)(=O)c1ccccc1 (stereo not given) | -4 | 6 | 4 | 0.6 | -1 | 11 | -12 | -1 | -3 | -1
28 | CC1CNC(=S)N(c2ccccc2)C1=O (stereo not given) | 0 | 4 | -3 | 2.1 | 11 | 4 | -3 | 1 | -11 | -4
29 | CCOC(=O)c1cnc2c(ccc3ccccc32)c1NCCCN(C)C | 9 | 0 | 8 | -1.3 | -1 | -10 | 5 | 2 | -7 | 4
30 | O=C(NCc1cccnc1)c1cc(C2CCCCN2C(=O)CCCc2ccccc2)on1 (stereo not given) | 0 | 1 | 3 | -1.0 | 2 | 5 | . | -3 | 2 | -3

Arranged by the number under PG9 Ab binder (falling): three from the list above.
entry	SMILES	PG9 Ab binder
4	CCN1C[C@@H]2[C@@H]3C(=O)N(C)C(=O)[C@@H]3[C@](Cc3ccccc3)(C1=O)N2C(=O)c1ccc(C(C)(C)C)cc1	-0.4
29	CCOC(=O)c1cnc2c(ccc3ccccc32)c1NCCCN(C)C	-1.3
16	CCCN1C(=O)N(C)C(N(O)C(=O)NC)C1(C)C (stereo not given)	-3.3

Continued:
item | SMILES | rCAG binder | ABHD4 inh | Rev-erbA mod | PG9 Ab binder | SIAE inh | TDP2 absorb | HTRA1 inh | LEDGF integ inh | TCR CD3 inh | PRMT1 inh
31 | CN1C2=NCCN2C(=O)c2ccccc21 | -1 | 5 | -3 | 0.5 | -1 | 2 | -2 | 1 | -3 | 2
32 | Cc1cccc(NC(=S)NC2CC3CCC(C2)N3Cc2ccco2)c1 (stereo not given) | -7 | -1 | 1 | -1.8 | 5 | 6 | -2 | -4 | 7 | -3
33 | Cc1ccc(-c2ccc(=O)n(CC(=O)NCCN(C)C)n2)cc1 | 3 | -9 | -1 | 0.7 | 1 | -11 | 3 | 5 | 0 | -2
34 | CN(C)c1ncnc2c1ncn2[C@H]1CN(C2CCCC2)C[C@@H](CO)O1 | -2 | 5 | 0 | -2.8 | 4 | 4 | . | -1 | -3 | 2
35 | CC(C)(C)C(=O)N1CCN(c2c(Cl)cccc2[N+](=O)[O-])CC1 | -1 | -1 | -6 | 0.4 | 5 | 3 | -6 | 0 | -5 | 0
36 | COCCN(C(=O)COC(=O)CCCOc1ccc(OC)cc1)c1c(N)n(Cc2ccccc2)c(=O)[nH]c1=O | -7 | -7 | 2 | -0.8 | -1 | -3 | 5 | -11 | -14 | 1
37 | CC(=O)Nc1ccc(-n2c(=O)c3ccccc3c3ccccc3c2=O)cc1 | 3 | 0 | 0 | 1.5 | 2 | 13 | 0 | 2 | 2 | -1
38 | CCc1nnc(N/N=C/c2ccc(N3CCC(C)CC3)c([N+](=O)[O-])c2)n1N | 0 | 6 | -1 | -8.5 | 6 | 68* | 14 | 38* | 2 | 1
39 | Cn1c(=O)n(CC(=O)O)c(=O)c2c1nc1n2CCCN1CCc1ccccc1 | 0 | -4 | -3 | -0.4 | 0 | 11 | -6 | 3 | 0 | 4
40 | CCCCCC(=O)N1C[C@@H](O)[C@H](n2cc(-c3ccc(F)cc3)nn2)C[C@@H]1c1ccc(C)cc1 | 8 | -7 | -1 | -0.9 | -3 | 0 | -52 | -1 | -1 | 2
41 | CC(=O)c1ccc(OC2(C)CCN(Cc3ccc(OC(F)(F)F)cc3)C2)cc1 (stereo not given) | -3 | 3 | 6 | 0.3 | 9 | 0 | . | -2 | -1 | 4
42 | Cc1ccc(C(=O)COC(=O)CCC(=O)Nc2cccc(Cl)c2)cc1[N+](=O)[O-] | 7 | 3 | 0 | -2.8 | 5 | 2 | 3 | 2 | 1 | -1
43 | Cc1c(C(=O)CN2CCOCC2)[nH]c2ccccc12 | 1 | 11 | -5 | -0.1 | 10 | 3 | -2 | 0 | -4 | -3
44 | O=C(CCNC(=O)c1ccccc1)NC1CCCc2ccccc21 (stereo not given) | -8 | -1 | -5 | 0.2 | 2 | 3 | 4 | 0 | 0 | 3
45 | Cc1ccc(NC(=O)CSc2ccc(-c3ccccn3)nn2)c(C)c1 | -3 | 4 | -1 | 0.2 | -10 | 5 | 3 | -4 | -5 | 4
46 | COc1cc(C2=NOC(C(=O)NC3CCCCC3)C2)cc(OC)c1OC (stereo not given) | -3 | -7 | 3 | 1.9 | -3 | -1 | 5 | 2 | 2 | -1
47 | CC(C)OCCCn1c(=O)c2ccccc2n2c(CCC(=O)N3CCN(c4ccccn4)CC3)nnc12 | -7 | -3 | -3 | -2.7 | -8 | -8 | 5 | 2 | 8 | 0
48 | Cc1cc(Br)cc(Cl)c1OC(=O)c1ccncc1 | -3 | -7 | -3 | 0.6 | 1 | -9 | -4 | -2 | 1 | 11
49 | O=[N+]([O-])c1cc(-c2ccc(/C=N\n3cnnc3)o2)cc([N+](=O)[O-])c1 | 16 | 23 | 4 | -2.0 | 6 | -6 | 30 | 0 | 4 | 4
50 | CCCCOC(=O)c1ccc(NC(=O)c2ccccc2OC)cc1 | -1 | -41 | -3 | -2.0 | -20 | 3 | -86 | -1 | 7 | -1
51 | Cc1ccc(S(=O)(=O)NCc2ccccc2)cc1C(=O)N(C)CC(=O)Nc1ccccc1Br | 2 | -2 | 4 | -0.6 | 0 | -15 | -9 | -5 | -6 | 6
52 | Cc1ccc(CNC(=O)CCS(=O)(=O)c2cc3c(cc2Br)CCN3C(=O)C2CC2)o1 | 6 | 4 | 1 | . | -1 | -5 | . | 1 | . | 1
53 | Cn1cc(C(=O)N/N=C/C(Br)=C/c2ccccc2)ccc1=O | 4 | -4 | -2 | -6.4 | -1 | 5 | -3 | 6 | 1 | 3
54 | COc1ccc(S(=O)(=O)Nc2ccccc2C(=O)NC(C)(C)C)cc1OC | 1 | 3 | -2 | 0.8 | -1 | 7 | 7 | 1 | 0 | -1
55 | CCN(CC)S(=O)(=O)c1ccc2c(c1)nc(CCC(=O)Nc1ccc3c(c1)OCO3)n2CC | 3 | 10 | 1 | -1.9 | 1 | -4 | 4 | 2 | 3 | -1
56 | O=C(COC(=O)c1cn(-c2ccccc2)nc1-c1ccccc1)Nc1ncc(Cl)cc1Cl | 12 | 13 | 8 | 15* | -4 | 8 | 6 | 1 | 9 | 8
